Compound activity: PubChem BioAssay, several laboratories
CHRM4 agonist: CHRM4 agonism in calcium assay. P08173. CHO-K1 hM4/Gqi5, Fluo-8 calcium fluorescence; vehicle 0%, full acetylcholine response 100%. activation, % at 3 µM. 360,000 compounds, 0.14% hits. AID 624127;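 active = activation above the run mean over all test wells plus 3 SD, cut at about 32% in these data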;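 note: peak over basal fluorescence ratio per well then scaled between controls; 0% = DMSO wells and 100% = acetylcholine at EC100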
M5 antag: CHRM5 antagonism in calcium assay; P08912; CHO-hM5 cells, Fluo-8 calcium fluorescence, ACh EC80; inhibition, % at 3 µM; 360,000 compounds, 0.59% hits;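 active = inhibition above a per-plate cutoff, the mean of that plate's test compounds plus 3 SD, cut at about 27% in these data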;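 note: 0% = acetylcholine EC80 with DMSO and 100% = DMSO without agonist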
CHRM5 agonist: agonists of human muscarinic M5 receptor (CHRM5); P08912; CHO-K1 hM5 cells, Fluo-8 calcium fluorescence; 0% DMSO wells, 100% maximal acetylcholine response; activation, % at 3 µM; 360,000 compounds, 0.19% hits; AID 624037;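 active = activation above the run's mean over test compounds plus 3 SD, cut at about 23% in these data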;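 note: signal is peak over basal fluorescence ratio across the kinetic read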
IDE inh: inhibits human insulin-degrading enzyme in HEK cells; AID 434962; FAbetaB cleavage, fluorescence polarization; 320,000 compounds, 0.41% hits; P14735; inhibition, % at 5.59 µM;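 active = percent inhibition above the average of all tested compounds plus 3 SD, set per screening campaign, cut at about 16% in these data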;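 note: IDE supplied by intact live HEK cells; FP after avidin binding of uncleaved biotin substrate so inhibition keeps polarization high; 0% = DMSO wells and 100% = 60 µM reference IDE inhibitor Ii1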
Target sequence (P14735 whole entry, looked up): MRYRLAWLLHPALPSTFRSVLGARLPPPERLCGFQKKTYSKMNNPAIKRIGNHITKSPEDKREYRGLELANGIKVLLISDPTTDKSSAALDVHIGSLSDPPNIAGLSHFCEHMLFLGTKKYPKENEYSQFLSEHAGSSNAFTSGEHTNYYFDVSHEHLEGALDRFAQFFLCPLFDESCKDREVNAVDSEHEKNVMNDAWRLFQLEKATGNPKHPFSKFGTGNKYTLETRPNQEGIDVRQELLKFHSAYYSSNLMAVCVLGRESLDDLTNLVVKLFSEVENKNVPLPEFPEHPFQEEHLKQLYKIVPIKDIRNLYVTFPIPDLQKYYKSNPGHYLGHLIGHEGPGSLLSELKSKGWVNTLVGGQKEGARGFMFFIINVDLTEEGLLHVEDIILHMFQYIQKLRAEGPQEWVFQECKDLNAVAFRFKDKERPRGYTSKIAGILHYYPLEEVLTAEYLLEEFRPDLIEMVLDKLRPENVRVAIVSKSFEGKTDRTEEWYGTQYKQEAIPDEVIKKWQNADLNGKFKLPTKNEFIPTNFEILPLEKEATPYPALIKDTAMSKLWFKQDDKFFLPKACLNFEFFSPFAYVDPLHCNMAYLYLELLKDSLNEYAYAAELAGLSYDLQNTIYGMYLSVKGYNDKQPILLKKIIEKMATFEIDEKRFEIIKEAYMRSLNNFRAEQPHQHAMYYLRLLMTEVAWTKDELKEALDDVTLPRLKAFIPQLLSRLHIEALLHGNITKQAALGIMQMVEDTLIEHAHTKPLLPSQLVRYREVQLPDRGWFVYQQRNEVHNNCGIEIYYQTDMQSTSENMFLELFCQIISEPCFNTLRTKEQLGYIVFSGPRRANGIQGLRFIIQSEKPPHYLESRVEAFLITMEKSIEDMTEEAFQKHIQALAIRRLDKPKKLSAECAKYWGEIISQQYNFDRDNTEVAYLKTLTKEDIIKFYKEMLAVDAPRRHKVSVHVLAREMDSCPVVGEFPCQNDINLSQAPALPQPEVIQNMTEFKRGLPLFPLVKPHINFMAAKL
M5 PAM: potentiates acetylcholine response at human M5 receptor; 360,000 compounds, 0.3% hits; activation, % at 3 µM; CHO-K1 hM5, Fluo-8 calcium, ACh EC20 PAM; 0% = ACh EC20, 100% = ACh EC100; P08912;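 active = activation above the run cutoff, the mean activation of all test compounds plus 3 SD, cut at about 18% in these data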
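System: CHO-K1 cell line with stable human muscarinic M5 receptor expression | Also added: EC20 acetylcholine as agonist stimulus | Compound: One concentration, 3 µM final (nominal) | Timing: Fluo-8 loading 80 min at 37 °C plus 30 min room temperature | Measured by: Fluo-8 calcium dye fluorescence, kinetic read | Read-out basis: % activation, ACh-normalized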
CRFBP-R2 agonist: agonists of human CRF-binding protein/CRF-R2 receptor complex. activation, % at 13.2 µM. HEK293 CRF-R2/CRF-BP, calcium dye fluorescence (FLIPR); percent of saturating CRF peptide response. 350,000 compounds, 0.46% hits;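 active = activation of at least 50%, plus an integration ratio under a set limit after plate pattern correction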;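 note: plate controls were neutral control wells without compound for no effect and CRF at EC100 for full effect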
M4 PAM: CHRM4 positive allosteric modulation. P08173. CHO-K1 hM4/Gqi5, Fluo-8 calcium fluorescence, ACh EC20; 0% = ACh EC20, 100% = maximal ACh. activation, % at 3 µM. 360,000 compounds, 0.4% hits;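 active = activation above its plate's cutoff, the mean activation of sample wells plus 3 SD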; note: some results filed as inactive read as strong as hits
CRFR2-BP antag: antagonists of CRF-binding protein/CRF-R2 receptor complex; HEK293 CRF-R2/CRF-BP, CRF-induced calcium fluorescence; inhibition, % at 11.8 µM; 350,000 compounds, 0.59% hits; AID 588475;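 active = inhibition of the ligand-induced calcium signal above about 50% at the single tested concentration, limit read from the data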
CHRM4 antagonist: blocks acetylcholine activation of human M4 receptor; CHO-hM4 cells, ACh EC80, Fluo-8 calcium fluorescence; inhibition, % at 3 µM; 360,000 compounds, 0.73% hits;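 active = inhibition above its plate's cutoff, the mean inhibition of sample wells plus 3 SD, cut at about 27% in these data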;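 note: 0% = acetylcholine EC80 with DMSO and 100% = DMSO without agonist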
Numbers without * were called inactive; · = no result given.

SMILES	CHRM4 agonist	M5 antag	CHRM5 agonist	IDE inh	M5 PAM	CRFBP-R2 agonist	M4 PAM	CRFR2-BP antag	CHRM4 antagonist
O=C(Cc1cccs1)Nc1cccc(-c2nc3ccccc3o2)c1	4	1	2	4	1	14	7	-18	2
O=C(c1cccc(S(=O)(=O)N2CCOCC2)c1)N1CCCCCC1	2	1	0	-2	-3	6.8	4	-7	-5
CCN(CC)S(=O)(=O)c1ccc(Cl)c(C(=O)NC2CCN(Cc3ccccc3)CC2)c1	4	8	-3	1	-2	-0.4	-8	-7	9
CCN1C(=O)C(CC(=O)Nc2ccc(OC)cc2)N(CCc2ccccc2)C1=S (configuration not stated)	18	14	-1	-7	-13	-0.9	-18	-19	9
CCOc1cc(/C=C(\CC(=O)O)c2nc3ccccc3s2)ccc1OC	2	-4	1	-1	7	-2.3	4	3	-2
CC(C)C[C@@H]1CN=C(N)N1C[C@@H]1CCCN1C[C@H](C)N1C[C@@H](Cc2ccccc2)N(CCc2ccc(Cl)c(Cl)c2)C1=N	0	-4	-11	3	-26	-2.0	-14	6	10
COc1ccc(OC)c(NC(=O)c2ccccc2NS(=O)(=O)c2cccc3cccnc23)c1	2	-3	0	-5	1	0.3	7	74*	-7
O=C(c1ccc(S(=O)(=O)N2CCCCCC2)cc1)N1CCCC(C(F)(F)F)C1 (configuration not stated)	3	2	4	-3	4	-0.3	3	-6	-3
O=C(NNC(=S)Nc1ccccc1)c1cc(Br)ccc1Cl	7	13	2	-5	-8	0.5	0	7	0
O=C(NNC(=O)C1CCCCC1)C(=O)NC1CCCCC1	0	2	1	3	0	-1.3	7	5	1
O=C1NC[C@H](c2ccccc2)N(CCCCC2CCCCC2)C1=O	-1	8	3	·	-6	·	11	·	-15
COC(=O)Cc1c(O)ccn(CCc2c[nH]c3ccc(OC)cc23)c1=O	1	6	0	4	5	1.0	-1	3	4
CN1CCN(c2ccccc2NC(=O)COc2ccc(Br)cc2)CC1	3	10	-5	-1	-8	-0.8	-13	-9	7
CC1CCC2(CC1)NC(=O)N(CC(=O)c1ccc(CNC(=O)C(C)(C)C)s1)C2=O (configuration not stated)	1	-3	5	5	14	-1.4	10	2	-4
FC(F)Sc1nnc(-c2cccs2)n1-c1ccccc1	1	2	-2	-4	0	-0.4	3	16	3
CCC(c1nnnn1-c1c(C)cccc1C)N1CCN(c2ccccn2)CC1 (configuration not stated)	1	1	-5	·	-8	·	-1	·	-4
COC(=O)CSc1nc(C)cc(C)c1C#N	2	-3	1	4	6	-0.6	8	-15	-13
CC(/C=C/c1ccccc1)=N/NC(=O)c1cccc(Br)c1	1	3	-5	4	13	2.4	20	-50	-22
CCOC(=O)c1cccc(NC(=O)Nc2cc(OC)ccc2OC)c1	6	4	1	-2	-10	-0.6	-9	-6	-4
CCCn1c(N)c(C(=O)CSc2nnc(-c3ccoc3C)n2C)c(=O)n(C)c1=O	1	-3	-1	3	8	-0.6	5	2	-1
Cc1cccc(NC(=O)C(=O)NCc2ccccn2)c1	1	-1	3	2	-4	0.3	-3	-3	4
O=[N+]([O-])c1ccccc1S(=O)(=O)NCCSCc1ccco1	2	9	0	0	2	-1.1	-1	10	-5
COc1ccc(Cl)cc1NC(=O)C1CCCN(S(C)(=O)=O)C1 (configuration not stated)	2	-7	-12	-4	1	1.6	-3	26	-10
CCN(CC(=O)Nc1ccc([N+](=O)[O-])cc1OC)c1ccccc1	2	-6	-4	0	-4	-1.8	3	9	-7
O=c1ccc2cc(S(=O)(=O)Nc3ccc(F)cc3)ccc2o1	4	4	3	-2	-12	4.4	-6	3	5

An excerpt from above with just M4 PAM and CHRM5 agonist.
SMILES	M4 PAM	CHRM5 agonist
CCOC(=O)c1cccc(NC(=O)Nc2cc(OC)ccc2OC)c1	-9	1
CCCn1c(N)c(C(=O)CSc2nnc(-c3ccoc3C)n2C)c(=O)n(C)c1=O	5	-1
Cc1cccc(NC(=O)C(=O)NCc2ccccn2)c1	-3	3
O=[N+]([O-])c1ccccc1S(=O)(=O)NCCSCc1ccco1	-1	0

One compound at a time, from the list above.
COC(=O)CSc1nc(C)cc(C)c1C#N across the screens: CHRM4 agonist: 2; M5 antag: -3; CHRM5 agonist: 1; IDE inh: 4; M5 PAM: 6; CRFBP-R2 agonist: -0.6; M4 PAM: 8; CRFR2-BP antag: -15; CHRM4 antagonist: -13
O=C(c1cccc(S(=O)(=O)N2CCOCC2)c1)N1CCCCCC1 across the screens: CHRM4 agonist: 2; M5 antag: 1; CHRM5 agonist: 0; IDE inh: -2; M5 PAM: -3; CRFBP-R2 agonist: 6.8; M4 PAM: 4; CRFR2-BP antag: -7; CHRM4 antagonist: -5
Cc1cccc(NC(=O)C(=O)NCc2ccccn2)c1 across the screens: CHRM4 agonist: 1; M5 antag: -1; CHRM5 agonist: 3; IDE inh: 2; M5 PAM: -4; CRFBP-R2 agonist: 0.3; M4 PAM: -3; CRFR2-BP antag: -3; CHRM4 antagonist: 4

Among those listed so far, these contain a furan ring, fused or not.
SMILES	CHRM4 agonist	M5 antag	CHRM5 agonist	IDE inh	M5 PAM	CRFBP-R2 agonist	M4 PAM	CRFR2-BP antag	CHRM4 antagonist
CCCn1c(N)c(C(=O)CSc2nnc(-c3ccoc3C)n2C)c(=O)n(C)c1=O	1	-3	-1	3	8	-0.6	5	2	-1
O=[N+]([O-])c1ccccc1S(=O)(=O)NCCSCc1ccco1	2	9	0	0	2	-1.1	-1	10	-5

The list goes on:
SMILES	CHRM4 agonist	M5 antag	CHRM5 agonist	IDE inh	M5 PAM	CRFBP-R2 agonist	M4 PAM	CRFR2-BP antag	CHRM4 antagonist
Cc1ccn2cc(CSc3ccccc3N)nc2c1	0	3	-3	0	6	-5.9	-4	61*	-1
O=C(CCN1C(=O)/C(=C/c2ccccc2Cl)SC1=S)NNC(=O)c1ccccc1O	2	-4	1	3	4	0.7	-4	-14	3
CC(C)(C)NC(=O)C(c1ccnc2ccccc12)n1c(=O)c(-c2ccccc2)nc2ccccc21 (configuration not stated)	-2	0	-1	·	7	·	2	·	-2
Cc1n[nH]c(=O)c2c(NC(=O)COC(=O)Cc3c(F)cccc3Cl)oc(C)c12	2	3	2	9	0	0.4	0	4	0
Cc1ccc(S(=O)(=O)Cc2ccc(C(=O)N3CCCCCC3)o2)cc1	2	-3	2	3	-1	-0.5	-2	7	-1
O=S(=O)(c1ccc(NC2CCCCC2)cc1)N1CCOCC1	4	-16	4	4	13	1.4	1	-8	-6
N#CCSc1nc(-c2ccccc2)nc2ccccc12	1	5	-4	-11	8	2.2	5	-2	-11
S=C(NCc1ccccc1)NCC1COc2ccccc2O1 (configuration not stated)	14	-7	-1	4	-16	-1.2	5	21	-22
CC(C)Cc1nc(N2CCN(C(=O)c3ccco3)CC2)c(C#N)c2c1CCCC2	2	10	-6	5	-4	5.1	-10	-1	13
COc1ccc(N2CCN(CCCNC(=O)C(=O)c3c(C)n(C)c4ccccc34)CC2)cc1	1	-4	-4	6	6	-1.0	-1	-4	-9
CC1CCCC(NC(=O)COC(=O)CCC2CCCC2)C1C (configuration not stated)	0	-5	-3	4	-3	-0.8	5	12	-15
CCN(CC)C(=O)c1c(Cl)nc(C)c([N+](=O)[O-])c1C	1	1	-3	-3	2	2.2	12	6	-2
COc1ccc(CCNCC(O)COc2cccc(Br)c2)cc1OC (configuration not stated)	3	7	-10	0	-4	0.1	-8	-11	0
CCCc1c(O)nc(SCC(=O)N2CCCCC2)[nH]c1=O	0	3	6	-2	4	-0.3	3	0	-4
COCCN(C(=O)CSc1n[nH]c(-c2ccccc2)n1)c1c(N)n(Cc2ccccc2)c(=O)[nH]c1=O	0	-6	0	-5	1	1.6	-7	3	2
O=C(CN1CCN(Cc2ccccc2)CC1)N/N=C/c1ccco1	1	5	-2	-5	-2	2.4	-6	-1	1
CCc1cc2c(NCCO)ncnc2s1	1	-2	-6	-4	-2	-1.0	7	15	-1
O=C(Nc1ccc(N2CCN(C(=O)c3ccco3)CC2)c(Cl)c1)c1cccs1	12	7	-1	1	-13	-2.6	-10	-12	-1
CCN1CCc2c(C#N)c(N3CCCCC3)nc(N3CCOCC3)c2C1	0	11	-6	0	0	0.4	-5	0	13
CC(C)(C)c1ccc(S(=O)(=O)N2CCN(c3ccccn3)CC2)cc1	0	13	-1	2	-4	2.0	-5	0	4
CC1CCN(c2c(NCC3CCC(C(=O)N4CCCC(C)C4)CC3)c(=O)c2=O)CC1 (configuration not stated)	-1	-6	-1	-2	-2	-3.2	0	11	6
Cc1ccc(S(=O)(=O)Nc2ccc3c(c2)C(=O)N([C@H](C)CO)C[C@@H](C)[C@@H](CN(C)C(=O)Nc2cccc4ccccc24)O3)cc1	1	-9	2	6	4	18	4	-63	-14
COc1ccc(-c2cc(C(=O)N3CCOCC3)c3cc(C)ccc3n2)cc1	11	8	-2	-1	-39	0.3	-9	-14	9
O=C(Nc1nccs1)c1cccc(S(=O)(=O)N2CCOCC2)c1	1	4	-6	-5	-1	4.8	-1	-27	-2
CC1(C(=O)NS(=O)(=O)Cc2ccccc2C(F)(F)F)CCN1C(=O)C/C=C/c1ccccc1 (configuration not stated)	0	-3	0	·	5	·	0	·	1

Part of the list above, with two lines to a compound.
Values run as follows: CHRM4 agonist | M5 antag | CHRM5 agonist | IDE inh | M5 PAM | CRFBP-R2 agonist | M4 PAM | CRFR2-BP antag | CHRM4 antagonist
COCCN(C(=O)CSc1n[nH]c(-c2ccccc2)n1)c1c(N)n(Cc2ccccc2)c(=O)[nH]c1=O
    0 | -6 | 0 | -5 | 1 | 1.6 | -7 | 3 | 2
O=C(CN1CCN(Cc2ccccc2)CC1)N/N=C/c1ccco1
    1 | 5 | -2 | -5 | -2 | 2.4 | -6 | -1 | 1
